Assay outcomes as filed in PubChem BioAssay.
Vif-A3F inh = inhibitors of Vif-A3F interaction. HeLa A3F-eYFP + Vif (tagged APOBEC3F with the HIV-1 protein that degrades it), YFP fluorescence increase. Potency, µM (titrated, usually from 46.1 µM), for the others: top-dose activity, negative = active. hit rate 0.2% among 390,000; further: potency means the concentration at half of the fitted maximal effect; % of control where 0% means no effect; nearly all actives have a fitted effect of over 65% in size
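HeLa cells stably expressing A3F-eYFP plus Vif, plated and incubated overnight at 37 deg C, then exposed to compounds overnight at 37 deg C. Blocked degradation read as raised yellow fluorescence (Ex 488/Em 500-530).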
IDH1 R132H inh = human IDH1 R132H inhibition; O75874; IDH1-R132H enzyme, NADPH consumption, diaphorase/resazurin fluorescence; Potency, µM (doses to about 76.6 µM), inactives show top-dose activity change, negative = inhibition, hits mostly inhibitors; hit rate 0.093% among 390,000; AID 602179; further: potency means the concentration at half of the fitted maximal effect; on the % scale 0 is the no-effect control and ±100 the full control effect; nearly all actives have a fitted effect of over 65% in size
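IDH1-R132H (0.5 ug/mL) preincubated 30 min with compound, then NADPH (0.016 mM) and alpha-KG (2 mM) added; 80 min at RT, pH 7.5. Remaining NADPH coupled via diaphorase/resazurin to fluorescence (540/590 nm); concentration-response curves normalized to no-enzyme control.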
Vif-A3G inh = inhibitors of Vif-APOBEC3G interaction | Q9HC16 | HeLa A3G-eYFP + Vif (tagged APOBEC3G with the HIV-1 protein that degrades it), YFP fluorescence, overnight | Potency, µM (highest dose often 46.1 µM), without a hit: at the highest dose activity, negative = active, actives largely listed as inhibitors | hit rate 0.076% among 410,000 | AID 602310;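 further: potency means the concentration at half of the fitted maximal effect; on the % scale 0 is the no-effect control and ±100 the full control effect; nearly all actives have a fitted effect of over 60% in size; hits raise eYFP signal because A3G escapes Vif-driven loss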
Target sequence (Q9HC16 whole entry, looked up): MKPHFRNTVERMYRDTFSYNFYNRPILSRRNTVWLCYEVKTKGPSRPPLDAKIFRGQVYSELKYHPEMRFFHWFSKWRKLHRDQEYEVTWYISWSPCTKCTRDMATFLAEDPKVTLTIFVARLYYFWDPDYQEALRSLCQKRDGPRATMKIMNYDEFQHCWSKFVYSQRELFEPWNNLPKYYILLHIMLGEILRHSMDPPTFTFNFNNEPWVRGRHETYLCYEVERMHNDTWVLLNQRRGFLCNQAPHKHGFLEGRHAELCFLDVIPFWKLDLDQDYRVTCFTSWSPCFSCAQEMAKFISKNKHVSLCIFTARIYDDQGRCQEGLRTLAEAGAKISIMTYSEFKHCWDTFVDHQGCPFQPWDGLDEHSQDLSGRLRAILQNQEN
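Read-out is eYFP fluorescence (Ex 488/Em 500-530) from Vif-expressing HeLa A3G-eYFP cells; more signal means A3G escaped Vif-mediated degradation. Cells plated overnight, compound pinned in, incubated overnight at 37 deg C.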
LDHA inh = inhibitors of human lactate dehydrogenase A; activity change, % (values are at about 110 or 230 µM); AID 1347041; P00338; hit rate 0.15% among 480,000; purified LDHA, NADH/diaphorase-resazurin fluorescence; stronger effect = lower value; in the data active means activity change below about -30%;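 further: plate controls were DMSO wells for no effect and wells without enzyme for full effect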
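LDH5 2 nM; NADH 0.06 mM, pyruvate 0.2 mM; 200 mM Tris pH 7.4, EDTA, Tween-20; 5 min RT. Detection: diaphorase 0.133 mg/mL + resazurin 37 µM, fluorescence ex540/em590 at 0 and 20 min; normalized to enzyme-free and DMSO wells.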
TrxR1 substrate = rat thioredoxin reductase 1 substrate activity. purified TrxR1 substrate turnover, NADPH consumption readout. AID 588456. hit rate 0.01% among 390,000. Potency, µM (highest dose often 114 µM), inactives show top-dose activity change, negative = substrate turnover. O89049; further: potency means the concentration at half of the fitted maximal effect; on the % scale 0 is the no-effect control and ±100 the full control effect; nearly all actives have a fitted effect of over 50% in size
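Rat TrxR1, dispensed at 90 nM, was prereduced with 400 uM NADPH (final) for 5 min at ~22 deg C, then incubated with compound 15 min before 400 uM selenite. A first-read NADPH fluorescence drop versus no-compound background flagged substrates.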
GRP78 ERSR act = induces the endoplasmic reticulum stress response in human glioma cells. U87-MG GRP78 promoter luciferase reporter, 16 h. Potency, µM, inactives show at the highest dose activation, most hits filed as activators. hit rate 0.02% among 420,000; further: potency means the concentration at half of the fitted maximal effect; series mostly up to about 76 µM; % of control where 0% means no effect; nearly all actives have a fitted effect of over 35% in size
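ERSR induction read as luciferase luminescence (Bright-Glo, 10 min at room temperature) in stably transfected human U87-MG glioma cells exposed to compounds for 16 h, using GRP78 as sensor.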
PI4K2A block = blocks human PI4K2A kinase activity; purified PI4K2A, ADP-Glo luminescence, 1 h; stronger effect = lower value; activity change, negative = inhibition, % at 76.9 µM; hit rate 0.13% among 420,000; AID 1346378; in the data active means activity change below about -50%;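 further: -100% = wells without enzyme as full effect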
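ADP-Glo luminescence measured ADP generated by PI4K2A enzyme (4 ug/mL before mixing) with 1.2 mM PI substrate (pre-mix) and 300 microM ATP (pre-mix). Tris pH7.5 buffer with MgCl2, Triton X-100; 1 h reaction at ambient temperature.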
USP1-UAF1 inh = blocks the human USP1/UAF1 deubiquitinase complex; recombinant USP1/UAF1, Ub-Rhodamine cleavage fluorescence; Potency, µM (doses to about 57.1 µM), for the others: top-dose activity change, negative = inhibition, hits mostly inhibitors; hit rate 0.23% among 390,000; AID 743255; further: potency means the concentration at half of the fitted maximal effect; on the % scale 0 is the no-effect control and ±100 the full control effect; nearly all actives have a fitted effect of over 60% in size; inactives centre near -12
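USP1/UAF1 complex (1 nM) preincubated 15 min at room temperature with compound, then Ub-Rho substrate (150 nM final) added. Kinetic fluorescence at 480/540 nm over 6 reads at 60 s intervals; 50 mM HEPES pH 7.8, 0.5 mM EDTA, 0.1 mg/ml BSA, 1 mM TCEP, 0.01% Tween-20.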
RXFP1 ag = RXFP1 (human) receptor agonism. HEK293T-RXFP1 cAMP TR-FRET, 30 min; response scale: percent of porcine relaxin response, buffer zero. Potency, µM (doses to about 57.5 µM), inactives show top-dose activation, actives largely listed as activators. hit rate 0.3% among 370,000; further: potency means the concentration at half of the fitted maximal effect; on the % scale 0 is the no-effect control and ±100 the full control effect; nearly all actives have a fitted effect of over 60% in size; many of its hits are not listed in these tables
Target sequence (Q9HBX9 whole entry, looked up): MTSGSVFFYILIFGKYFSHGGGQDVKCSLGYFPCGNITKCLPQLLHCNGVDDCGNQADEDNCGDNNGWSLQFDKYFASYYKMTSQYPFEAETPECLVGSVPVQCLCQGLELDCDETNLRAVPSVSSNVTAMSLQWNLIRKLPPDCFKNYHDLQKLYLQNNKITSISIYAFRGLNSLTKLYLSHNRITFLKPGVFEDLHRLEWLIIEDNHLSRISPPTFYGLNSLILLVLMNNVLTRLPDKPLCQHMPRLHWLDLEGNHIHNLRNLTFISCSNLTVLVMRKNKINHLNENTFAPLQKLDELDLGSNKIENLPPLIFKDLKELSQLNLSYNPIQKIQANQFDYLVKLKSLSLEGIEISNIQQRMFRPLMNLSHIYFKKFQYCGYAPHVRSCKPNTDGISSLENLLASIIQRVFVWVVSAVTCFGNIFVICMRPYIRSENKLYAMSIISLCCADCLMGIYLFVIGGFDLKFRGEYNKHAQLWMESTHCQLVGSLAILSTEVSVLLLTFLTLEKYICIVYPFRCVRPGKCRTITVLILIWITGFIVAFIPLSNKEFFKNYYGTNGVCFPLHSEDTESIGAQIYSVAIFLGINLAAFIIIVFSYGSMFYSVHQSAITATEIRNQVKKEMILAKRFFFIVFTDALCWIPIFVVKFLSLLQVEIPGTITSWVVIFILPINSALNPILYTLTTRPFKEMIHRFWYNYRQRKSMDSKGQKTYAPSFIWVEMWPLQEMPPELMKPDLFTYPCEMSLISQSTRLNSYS
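cAMP rise read by TR-FRET after 30 min, 37C compound exposure (up to 58 uM) in RXFP1-transfected HEK293 cells with Ro 20174 present. EC50 from Hill-equation fits, with 29 nM porcine relaxin as 100% and buffer as basal.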
An asterisk follows results filed as active; & = joins results of further samples; [ ] = dose if it differs, or a comment. Unless noted, the call rests on the fitted dose curve; in most records, active means well fitted curve in the direction sought with a large enough effect; inconclusive means small, poorly fitted or top-dose-only effect, or another doubt; inactive means no such curve, though single readings can be large; an effect the other way counts as inactive or inconclusive. An excerpt (hit frequency here may not be typical).

Screening CCc1cc(-c2n[nH]c(CCC(=O)O)c2-c2nc3ccccc3n2C)c(O)cc1O returned Vif-A3F inh -2%, IDH1 R132H inh 10%, Vif-A3G inh -10%, LDHA inh 15, TrxR1 substrate -4%[57.1 µM], GRP78 ERSR act -5%, PI4K2A block 2, USP1-UAF1 inh -20% and RXFP1 ag 2.1%.
`COc1cc(/C=N/n2nnnc2N)ccc1OCC(N)=O` gave Vif-A3F inh 11%, IDH1 R132H inh 9%, Vif-A3G inh 4%, LDHA inh 2, TrxR1 substrate 7%[2.29 µM], GRP78 ERSR act -1%, PI4K2A block -7, USP1-UAF1 inh -14% and RXFP1 ag 1.5%.
COc1ccc(S(=O)(=O)c2c(Nc3ccc(F)cc3)sc(C(=O)c3ccc4c(c3)OCO4)c2N)cc1 was read as Vif-A3F inh 1%, IDH1 R132H inh 0%, Vif-A3G inh -3%, LDHA inh 1, TrxR1 substrate 2%[57.1 µM], GRP78 ERSR act -4%, PI4K2A block -1, USP1-UAF1 inh -5% and RXFP1 ag 2.8%.
Screening Cc1nc2ccccc2nc1CC(O)(c1ccccc1)c1ccccc1 returned Vif-A3F inh -10%, IDH1 R132H inh -22%, Vif-A3G inh -2%, LDHA inh -1, GRP78 ERSR act -2%, PI4K2A block -6 and USP1-UAF1 inh -15%.
For CCOc1ccccc1NC(=O)CC(O)(C(F)(F)F)C(F)(F)F the results were IDH1 R132H inh 6%, Vif-A3G inh -1%, LDHA inh -2, TrxR1 substrate -10%, GRP78 ERSR act -5%, PI4K2A block 1, USP1-UAF1 inh -9% and RXFP1 ag -1.1%.
Screening CC(=O)Nc1ccc(-c2ccnc3c2CC(C)(C(=O)NCCN(C)C)O3)cc1 (configuration not stated) returned Vif-A3G inh 4%, LDHA inh -6, GRP78 ERSR act -3% and PI4K2A block -4.
COc1ccc(-c2nnc(SCC(=O)c3[nH]c(C)c(C(C)=O)c3C)o2)cc1 was read as Vif-A3F inh -1%, IDH1 R132H inh 5%, Vif-A3G inh -11%, LDHA inh -5, TrxR1 substrate -4%, GRP78 ERSR act -4%, PI4K2A block 5, USP1-UAF1 inh -16% and RXFP1 ag 5.0%.
`CN(Cc1nc(-c2ccc(Cl)cc2)no1)C(=O)CCN1C(=O)[C@H]2CC=CC[C@H]2C1=O` gave Vif-A3F inh 2%, IDH1 R132H inh 5%, Vif-A3G inh 2%, LDHA inh -4, TrxR1 substrate 6%, GRP78 ERSR act -6%, PI4K2A block 7, USP1-UAF1 inh -25% and RXFP1 ag 1.3%.
`CC(=O)Nc1ccc(S(=O)(=O)N2CCCC2)cc1` gave Vif-A3F inh -11%, IDH1 R132H inh 11%, Vif-A3G inh 3%, LDHA inh 1, TrxR1 substrate -1%, GRP78 ERSR act -1%, PI4K2A block -4, USP1-UAF1 inh -11% and RXFP1 ag 0.5%.
Screening COc1cc(C(C)=O)ccc1OCC(=O)NCC(c1ccc(F)cc1)N1CCOCC1 (configuration not stated) returned Vif-A3F inh 0%, IDH1 R132H inh -2%, Vif-A3G inh 1%, LDHA inh -4, TrxR1 substrate 9%[57.1 µM], GRP78 ERSR act -1%, PI4K2A block 0 and USP1-UAF1 inh -17%.
`CCOC(=O)c1cc(-c2ccccc2)sc1NC(=O)CN1C(=O)c2ccccc2C1=O` gave Vif-A3F inh 1%, IDH1 R132H inh 0%, Vif-A3G inh 0%, LDHA inh -6, TrxR1 substrate -1%, GRP78 ERSR act -4%, PI4K2A block 0 and USP1-UAF1 inh -10%.
`COC(=O)c1sc(NC(=O)COc2c(C)cccc2C)nc1C` gave Vif-A3F inh -17%, IDH1 R132H inh 12%, Vif-A3G inh -4%, LDHA inh 3&1, TrxR1 substrate -1%[57.1 µM], GRP78 ERSR act -3%, PI4K2A block -4, USP1-UAF1 inh 0% and RXFP1 ag -0.5%.
`Nc1ccc(S(=O)(=O)N2CCOCCOCCOCCOCCOCC2)cc1` gave Vif-A3F inh 0%, IDH1 R132H inh 5%, Vif-A3G inh -2%, LDHA inh -10, TrxR1 substrate 10%[57.1 µM], GRP78 ERSR act 0%, PI4K2A block -1, USP1-UAF1 inh -13% and RXFP1 ag -0.8%.
For Cc1ccccc1NS(=O)(=O)c1ccc(C(=O)NCC(c2ccco2)N(C)C)cc1 (configuration not stated) the results were Vif-A3F inh 7%, IDH1 R132H inh 6%, Vif-A3G inh -3%, LDHA inh -1, TrxR1 substrate 10%, GRP78 ERSR act -5%, PI4K2A block -1, USP1-UAF1 inh -3% and RXFP1 ag 0.0%.
Screening O=S(=O)(NCC(c1ccco1)N1CCOCC1)c1ccc(F)cc1 (configuration not stated) returned Vif-A3F inh 1%, IDH1 R132H inh -11%, Vif-A3G inh -2%, LDHA inh -1, TrxR1 substrate -1%[57.1 µM], GRP78 ERSR act -3%, PI4K2A block -2, USP1-UAF1 inh -5% and RXFP1 ag -0.3%.

Looked up one by one from above (2):
Screening CCc1cc(-c2n[nH]c(CCC(=O)O)c2-c2nc3ccccc3n2C)c(O)cc1O returned Vif-A3F inh -2%, IDH1 R132H inh 10%, Vif-A3G inh -10%, LDHA inh 15, TrxR1 substrate -4%[57.1 µM], GRP78 ERSR act -5%, PI4K2A block 2, USP1-UAF1 inh -20% and RXFP1 ag 2.1%.
`CN(Cc1nc(-c2ccc(Cl)cc2)no1)C(=O)CCN1C(=O)[C@H]2CC=CC[C@H]2C1=O` gave Vif-A3F inh 2%, IDH1 R132H inh 5%, Vif-A3G inh 2%, LDHA inh -4, TrxR1 substrate 6%, GRP78 ERSR act -6%, PI4K2A block 7, USP1-UAF1 inh -25% and RXFP1 ag 1.3%.

Other compounds:
For O=C1NC(c2cccs2)Nc2ccccc21 (configuration not stated) the results were Vif-A3F inh -1%, IDH1 R132H inh 1%, Vif-A3G inh 0%, LDHA inh -3, TrxR1 substrate 16%[57.1 µM], GRP78 ERSR act -3%, PI4K2A block -1, USP1-UAF1 inh -11% and RXFP1 ag -0.8%.
CC(=O)c1cc(F)c(N2CCN(C(=O)c3ccco3)CC2)cc1C was read as Vif-A3F inh 2%, IDH1 R132H inh 0%, Vif-A3G inh -5%, LDHA inh -4, TrxR1 substrate 11%[57.1 µM], GRP78 ERSR act 6%, PI4K2A block -1, USP1-UAF1 inh -13% and RXFP1 ag -0.5%.
For COc1ccc(Cl)cc1C(=O)NCCS(=O)(=O)N1CCN(c2ccccc2OC)CC1 the results were Vif-A3F inh 2%, IDH1 R132H inh -2%, Vif-A3G inh -2%, LDHA inh -1, TrxR1 substrate -8%[57.1 µM], GRP78 ERSR act -3%, PI4K2A block 2, USP1-UAF1 inh -14% and RXFP1 ag 3.1%.
`COc1ccc(CCn2cnc3c([nH]c4ccccc43)c2=O)cc1` gave Vif-A3F inh -23%, IDH1 R132H inh -3%, Vif-A3G inh -2%, LDHA inh -5, TrxR1 substrate 4%, GRP78 ERSR act 1%, PI4K2A block 3, USP1-UAF1 inh -15% and RXFP1 ag 1.1%.
For Cc1cccc(C(=O)N2CCN(c3ccc(N4CCOCC4)nn3)CC2)c1 the results were Vif-A3F inh 10%, IDH1 R132H inh 0%, Vif-A3G inh -1%, LDHA inh 2, TrxR1 substrate 41%[activator], GRP78 ERSR act 0%, PI4K2A block 3, USP1-UAF1 inh -12% and RXFP1 ag 0.0%.
`Cn1c(SCC(=O)N/N=C/c2ccccn2)nnc1-c1ccccc1` gave Vif-A3F inh -17%, IDH1 R132H inh 9%, Vif-A3G inh 3%, LDHA inh -2, TrxR1 substrate 3%[57.1 µM], GRP78 ERSR act -1%, PI4K2A block 4, USP1-UAF1 inh -14% and RXFP1 ag 1.4%.
Screening CCOC(=O)N1CCC(Nc2c(NCCN3CCN(Cc4ccccc4)CC3)c(=O)c2=O)CC1 returned Vif-A3F inh 4%, IDH1 R132H inh 6%, Vif-A3G inh 0%, LDHA inh -1, TrxR1 substrate 0%, GRP78 ERSR act -3%, PI4K2A block 7, USP1-UAF1 inh -17% and RXFP1 ag 0.5%.
`COCCn1c(SCc2ccccc2F)nc2c([nH]c3ccccc32)c1=O` gave Vif-A3F inh -7%, IDH1 R132H inh -4%, Vif-A3G inh 0%, LDHA inh 1, TrxR1 substrate 6%[57.1 µM], GRP78 ERSR act -4%, PI4K2A block 0, USP1-UAF1 inh -31% and RXFP1 ag 0.0%.
`COc1ccc(N(CC(=O)N/N=C/c2cc(OC)ccc2OC)S(=O)(=O)c2ccccc2)cc1` gave Vif-A3F inh 0%, IDH1 R132H inh -1%, Vif-A3G inh -14%, LDHA inh -1, TrxR1 substrate 112%[activator], GRP78 ERSR act -1%, PI4K2A block 0, USP1-UAF1 inh -25% and RXFP1 ag -0.2%.
`CN(CCCC(=O)NCc1ccccc1)S(=O)(=O)c1ccc([N+](=O)[O-])cc1` gave Vif-A3F inh 1%, IDH1 R132H inh -1%, Vif-A3G inh 3%, LDHA inh 1, TrxR1 substrate -1%, GRP78 ERSR act -3%, PI4K2A block -1, USP1-UAF1 inh -7% and RXFP1 ag -1.3%.
COc1cccc(Cn2c(=O)n(CCc3ccccc3)c(=O)c3c2c2cc(OC)ccc2n3C)c1 was read as Vif-A3F inh -6%, IDH1 R132H inh -14%, Vif-A3G inh -6%, LDHA inh -6, TrxR1 substrate 21%, GRP78 ERSR act 3%, PI4K2A block 7, USP1-UAF1 inh -19% and RXFP1 ag 4.0%.
